esBAF inh: Bmi1 luciferase reporter increase in mESCs, primary screen, esBAF inhibitor project, mouse ES cells, Bmi1 luciferase knock-in, single point; reporter increase, % at 12.5 µM; 350,000 compounds, 2% hits; 24 h; 100% = twice the neutral-well signal; in the data active means activation above about 40%;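 further: 0% = median of the plate's neutral control wells and 100% = double that signal; a rise in the Bmi1 reporter signal indicates esBAF inhibition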
SIRT5 inh: SIRT5 desuccinylase inhibitors, primary screen, biochemical, fluorescence imaging, single point, set 5; inhibition, % at 15 µM; AID 652115, 2013; Purified SirT5, succinyl-peptide AMC, trypsin-coupled fluorescence; NAD-dependent protein deacylase sirtuin-5, mitochondrial (Homo sapiens), Q9NXA8; 330,000 compounds, 1.1% hits; in the data active means inhibition above about 15%
Target sequence (Q9NXA8 whole entry, looked up): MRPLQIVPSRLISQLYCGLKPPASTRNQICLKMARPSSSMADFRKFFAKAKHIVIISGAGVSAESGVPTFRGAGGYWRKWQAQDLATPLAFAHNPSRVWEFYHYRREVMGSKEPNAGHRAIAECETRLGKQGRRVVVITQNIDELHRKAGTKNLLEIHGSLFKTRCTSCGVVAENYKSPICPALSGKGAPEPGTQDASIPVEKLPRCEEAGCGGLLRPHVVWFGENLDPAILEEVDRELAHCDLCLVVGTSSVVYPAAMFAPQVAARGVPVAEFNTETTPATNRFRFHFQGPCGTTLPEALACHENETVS
Cneo AK release: Cryptococcus neoformans cell lysis inducers, primary screen, AK release luminescence, single concentration; lysis activity, % at 15 µM; C. neoformans lysis, adenylate kinase release luminescence, 4 h; normalised: neutral wells 0, clomiphene wells 100; 360,000 compounds, 0.2% hits;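 active means mean lysis activity across replicates of at least 80%, whatever share of replicates individually reach that level; inactive means mean lysis activity below 80%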
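Test system: log-phase Cryptococcus neoformans yeast cells. Input: 5 × 10^6 yeast cells/mL. Medium: fresh YPD growth medium. Doses: single dose. Incubation: static 4 h at 37 °C with compound, 1 h detection. Measured by: luminescent adenylate kinase detection reagent. Read-out: signal increase indicating cell lysis. Benchmarks: Clomiphene.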
ARNT TACC3 PPI: disruptors of ARNT/TACC3 protein interaction, primary screen, biochemical, AlphaScreen, single concentration. inhibition, % at 9.99 µM. Transforming acidic coiled-coil-containing protein 3 (Homo sapiens), Q9Y6A5. AlphaScreen His-ARNT PAS-B/GST-TACC3 binding, luminescence; TACC3 fragment carries E629A point mutation. AID 623870, 2012. 390,000 compounds, 0.66% hits;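 active means mean inhibition of replicates at least 50% and at least half of replicates each reaching 50%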;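 further: 0% = complete ARNT plus TACC3 wells and 100% = ARNT alone without TACC3; many hits fall short of the cut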
miR122 inh: miR-122 Renilla sensor signal increase in Huh7, primary screen, miR-122 inhibitor project, cell-based, single point, plate reader; activation (reporter increase), % at 12.5 µM; Huh7 miR-122 Renilla luciferase sensor, 48 h; neutral wells = 0, positive control = 100; 340,000 compounds, 0.3% hits; AID 602342, 2012;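 active means mean replicate activation score at least 90 and every replicate individually at or above 90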;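 further: higher luciferase means less miR-122 activity so hits act as miR-122 inhibitors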
ERp5 block: inhibitors of ERp5-driven insulin aggregation, primary screen, biochemical, turbidity, absorbance 650 nm, single point; Protein disulfide-isomerase A6 (Homo sapiens), Q15084; 90 min; inhibition, % at 9.99 µM; 350,000 compounds, 0.05% hits; AID 651711, 2012;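 active means mean replicate inhibition above about 25%, with every replicate also reaching it, limit read from the data, passing the limit was not always enough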
Target sequence (Q15084 whole entry, looked up): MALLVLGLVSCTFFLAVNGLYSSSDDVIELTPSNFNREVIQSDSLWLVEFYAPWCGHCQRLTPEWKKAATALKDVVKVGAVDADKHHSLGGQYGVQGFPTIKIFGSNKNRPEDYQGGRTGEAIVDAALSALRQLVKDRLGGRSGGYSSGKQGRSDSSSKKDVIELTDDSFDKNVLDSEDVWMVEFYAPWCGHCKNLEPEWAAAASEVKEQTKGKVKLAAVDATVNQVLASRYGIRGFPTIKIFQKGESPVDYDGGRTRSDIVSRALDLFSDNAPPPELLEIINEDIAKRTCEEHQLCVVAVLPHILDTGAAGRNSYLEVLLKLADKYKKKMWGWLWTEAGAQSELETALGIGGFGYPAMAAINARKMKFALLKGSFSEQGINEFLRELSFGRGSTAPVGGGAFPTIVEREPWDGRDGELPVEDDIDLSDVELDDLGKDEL
C2C12 statin: suppressors of statin myotoxicity in C2C12 myotubes, primary screen, cell-based, single point, plate reader; AID 602340, 2012; 330,000 compounds, 0.78% hits; C2C12 myotubes + simvastatin, ATP luminescence, 48 h; scaled: DMSO 0, geranylgeraniol control 100; rescue of ATP level, % at 7.49 µM;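 active means mean ATP rescue above about 67%, or every replicate alone reaching that limit, limit read from the data, passing the limit was not always enough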;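 further: myotubes were challenged with 10 µM simvastatin during compound exposure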
* hit, by the source's call; . = no result given; & = joins results of further samples; [ ] = another dose, or the depositor's remark.

SMILES	esBAF inh	SIRT5 inh	Cneo AK release	ARNT TACC3 PPI	miR122 inh	ERp5 block	C2C12 statin
COc1ccccc1N1CCN(C2CCCN(S(=O)(=O)c3ccccc3)C2)CC1 (configuration not stated)	6	1	0	2	.	-3	-2
O=C(OCCN1CCCCC1)c1c[nH]c2ccccc12	-4	-5	-2	-5	-3	5	1
CCCn1c(N)c(C(=O)CN2CCc3ccccc3C2)c(=O)n(C)c1=O	.	-2	.	-3	.	3	.
COC(=O)C[C@@H]1C[C@@H]2c3cc(N)ccc3O[C@@H]2[C@H](CO)O1	-6	-2	1	.	5[16.7 µM]	-5	1
Cc1cc(C(=O)NCCCN2CCN(c3cc(Cl)ccc3C)CC2)n(-c2ccccc2)n1	-3	-2	0	1	-10	8	-14
O=C(N/N=C/c1ccc(Cl)cc1)C(=O)N1CCCCCC1	4	-3	0	1	0	-2	-10
O=C(COc1ccc(F)cc1)Nc1nccs1	28	0	-2	6	1	-5	0
COC(=O)c1ccc2c(=O)n(CCCCCC(=O)NCc3ccc4c(c3)OCO4)c(=O)[nH]c2c1	0	.	-2	-7	-13	.	-4
O=C(COC(=O)c1ccco1)Nc1nc2c(F)c(F)c(F)cc2s1	2	0	1	3	.	5	-5
O=C(C[C@H]1C[C@H]2c3cc(NC(=O)CC4CC4)ccc3O[C@H]2[C@H](CO)O1)NCc1cccnc1	-4	-3	16	-5	5[16.7 µM]	-146	2
CCCN(CC(=O)Nc1ccccc1OC)C(=O)c1ccc2ncsc2c1	-1	-4	3	1	-1	2	15
CCOc1ccc(C(=O)NCC(=O)Nc2cc(C)ccn2)cc1OCC	21	-4	0	3	.	2	0
Cc1ccc(NC(=O)CN(C)C(=O)c2ccccc2Sc2ccccc2C#N)cc1	.	-2	0	1	3	3	16
COc1ccc(CNC(=O)CSc2n[nH]c(N)n2)cc1	-1	-1	1	11	0	0	7
Cc1ccc(C(NC(=O)NC(C)c2ccccc2)C(Cl)(Cl)Cl)cc1F (configuration not stated)	.	.	-2	-4	-5	.	.

Next part (3 carried over from the part before).
SMILES	esBAF inh	SIRT5 inh	Cneo AK release	ARNT TACC3 PPI	miR122 inh	ERp5 block	C2C12 statin
Cc1ccc(NC(=O)CN(C)C(=O)c2ccccc2Sc2ccccc2C#N)cc1	.	-2	0	1	3	3	16
COc1ccc(CNC(=O)CSc2n[nH]c(N)n2)cc1	-1	-1	1	11	0	0	7
Cc1ccc(C(NC(=O)NC(C)c2ccccc2)C(Cl)(Cl)Cl)cc1F (configuration not stated)	.	.	-2	-4	-5	.	.
COC(=O)C(Cc1ccccc1)NC(=S)NC(=O)c1ccccc1 (configuration not stated)	2	3	1	-2	-3	-1	-1
CCOc1cc(C(=O)O)cc(Cl)c1OC	0	.	-4	-10	0	.	0
CN(CC(=O)Nc1cccc(F)c1)C(=O)C1CCN(S(=O)(=O)c2ccc3c(c2)OCCO3)CC1	4	2	3	-10	.	1	1
CC(=O)Nc1ccc(NS(=O)(=O)c2cc(Cl)ccc2Cl)cc1	.	6	0	-3	26	-3	.
Cc1ccc(CC(=O)CCc2ccccc2)cc1	6	.	1	-9	-1	7	7
C[C@@H]1CN([C@H](C)CO)C(=O)CCCn2nncc2CO[C@H]1CN(C)Cc1ccccc1C(=O)O	2&-8	-4&3	-1&5	.	-2	-3&-1	2&-12
CC1CCN(c2cc(N3CCOCC3)c([N+](=O)[O-])cc2F)CC1	2	.	-2	13	7	.	32
O=C(Nc1ccc(N2CCOCC2)cc1)c1cccc2ccccc12	23	-3	-3	-14	.	-2	-24
CC(C)n1ncc2c(C(=O)N3CCN(S(=O)(=O)c4cccc(F)c4)CC3)cc(C3CC3)nc21	-6	-1	-2	.	4	2	1
CN(C)S(=O)(=O)c1ccc(Cl)c(NC(=O)CN2CCN(Cc3ccc4c(c3)OCO4)CC2)c1	4	-4	.	-7	-2	-4	5
C[C@@H]1CN([C@H](C)CO)C(=O)c2cccc(NS(=O)(=O)c3cn(C)cn3)c2O[C@@H]1CN(C)Cc1ccc(C(F)(F)F)cc1	-6	4	5	-4	45[16.7 µM]	3	-4
C[C@@H]1CN([C@@H](C)CO)C(=O)c2cc(Br)cnc2O[C@@H]1CN(C)S(=O)(=O)c1ccccc1	-1	1	0	2	8[16.7 µM]	-3	10
Cc1c(NC(=O)c2noc3c2CCc2ccccc2-3)c(=O)n(-c2ccccc2)n1C	17	0	-1	8	3	4	-2
COc1cccc(CNC(=O)N2CCN(S(=O)(=O)c3ccc(C)cc3)CC2)c1	-2	1	1	5	-5	1	11
O=C(N/N=C/c1cccs1)C1CC(=O)N(c2ccccc2)C1 (configuration not stated)	6	.	1	6	-3	.	-8
CCN(CC)S(=O)(=O)c1cc(C(=O)N=c2sccn2C)ccc1OC	0	-2	1	-1	.	16	3
O=C(NCc1cccs1)C1CC(=O)N(C2CCCC2)C1 (configuration not stated)	5	3	-1	-7	.	3	-5
CNC[C@@H]1Oc2ccc(NC(=O)Cc3ccccc3)cc2CC(=O)N([C@@H](C)CO)C[C@@H]1C	-3	.	.	.	4[16.7 µM]	.	19
CC(C)C(=O)Nc1nnn(C)n1	-3	.	0	1	-7	.	-1
O=C1CC(NNc2ccccc2)C(=O)N1c1cccc(Cl)c1 (configuration not stated)	4	.	4	-2	-3	.	-6
Cc1ccc(S(=O)(=O)N2C[C@H](O)COC[C@@H]3O[C@H](CC(=O)N[C@@H]4CCN(Cc5ccccc5)C4)CC[C@H]32)cc1	-3	-3	0	-7	4[16.7 µM]	5	-6
CCOc1cc(S(=O)(=O)N(CC)CC)ccc1Cl	.	-3	.	-9	.	-6	.
COc1ccccc1CNC(=O)CN1C(=O)NC(C)(c2ccc(C)cc2)C1=O (configuration not stated)	-5	-2	4	-5	.	2	-2
C[C@H]1CN([C@@H](C)CO)C(=O)Cc2cc(NC(=O)NC3CCCCC3)ccc2O[C@H]1CN(C)Cc1ccc(-c2ccccc2)cc1	-3	0	1	14	-14[16.7 µM]	-1	-118
CC(C(=O)Nc1ccccc1)N(C)Cc1cccs1 (configuration not stated)	-2	-4	1	-9	-1	4	4
CCOC(=O)N1CCC(N2Cc3cccc(C(=O)N4CCN(c5cccc(Cl)c5)CC4)c3C2=O)CC1	.	1	1	0	25	0	.
CC1=NOC(=O)/C1=C\c1ccc(-c2ccccc2Br)o1	.	-3	.	-31	.	2	.
CCOC(=O)c1cnn(-c2nc3c(C)cccc3s2)c1C	37	.	0	-20	4	.	4
Cc1cc(NC(=O)c2ccc3nc(-c4ccccc4)c(-c4ccccc4)nc3c2)no1	-3	.	2	-28	-4	.	.
COc1ccc(CN2CCNC(=O)C2CC(=O)NC2CCCCCC2)c(F)c1 (configuration not stated)	.	-1	2	18	-8	3	.
COc1ccc(Br)cc1CNC(=O)CCCc1cn(C)c2ccccc12	1	-1	-5	7	10	-7	2
COC(=O)CNC(=O)C1CC(=O)N(CCc2ccc(F)cc2)C1 (configuration not stated)	-1	-2	-5	10	-1	2	49
O=C(CC(O)(c1ccccc1)C(F)(F)C(F)F)c1cccs1 (configuration not stated)	-5	-1	1	-1	2	-3	4
CCCCn1c(N)c(N(CC(C)C)C(=O)c2c(CC)noc2C)c(=O)[nH]c1=O	.	0	.	-4	.	-4	.
COc1cc(NC(=O)c2cccc([N+](=O)[O-])c2)ccc1NC(=O)c1cc2ccccc2o1	-5	-2	0	-5	.	1	4
COc1cc(C(=O)NCC2CCCO2)cc(Br)c1OCc1ccccc1 (configuration not stated)	-1	2	0	5	17	0	-22
O=C(Nc1ccccc1N1CCCC1)c1cccnc1	0	.	1	5	-14	.	-1
Cc1ccc(Nc2cnn(C34CC5CC(CC(CC(=O)O)(C5)C3)C4)c(=O)c2Cl)cc1C	-3	-1	0	2	0	2	-24
CCOC(=O)Cc1csc(N(C)C)n1	.	0	.	5	-9	2	.

Results in miR122 inh and esBAF inh, for some of the entries so far:
mol	miR122 inh	esBAF inh
CCOc1ccc(C(=O)NCC(=O)Nc2cc(C)ccn2)cc1OCC	.	21
Cc1ccc(NC(=O)CN(C)C(=O)c2ccccc2Sc2ccccc2C#N)cc1	3	.
COc1ccc(CNC(=O)CSc2n[nH]c(N)n2)cc1	0	-1
Cc1ccc(C(NC(=O)NC(C)c2ccccc2)C(Cl)(Cl)Cl)cc1F (configuration not stated)	-5	.

Bioassay records from PubChem.

This is a random part of the collection. Share with any hit: about 4%.
